Screening results as filed in PubChem.
TNAP inh Pi: human TNAP inhibition, phosphate detection. P05186. purified TNAP, pNPP, malachite green phosphate absorbance. inhibition, % at 20 µM. 21,000 tested, under 10 active. AID 614
Target sequence (P05186 whole entry, looked up): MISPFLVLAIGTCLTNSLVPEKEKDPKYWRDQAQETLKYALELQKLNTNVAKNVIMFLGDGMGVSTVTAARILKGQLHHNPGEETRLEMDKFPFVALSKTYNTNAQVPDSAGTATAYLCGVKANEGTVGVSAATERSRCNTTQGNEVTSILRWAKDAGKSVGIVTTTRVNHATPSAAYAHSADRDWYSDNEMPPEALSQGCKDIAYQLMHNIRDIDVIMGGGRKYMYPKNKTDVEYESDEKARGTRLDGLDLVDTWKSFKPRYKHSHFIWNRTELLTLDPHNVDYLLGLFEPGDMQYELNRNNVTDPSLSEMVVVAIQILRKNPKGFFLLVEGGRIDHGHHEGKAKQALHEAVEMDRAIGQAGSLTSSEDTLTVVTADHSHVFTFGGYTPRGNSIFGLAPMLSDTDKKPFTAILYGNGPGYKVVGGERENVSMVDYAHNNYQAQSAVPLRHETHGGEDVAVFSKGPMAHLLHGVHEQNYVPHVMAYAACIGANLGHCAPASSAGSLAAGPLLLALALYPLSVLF
TNAP pNPP inh: human TNAP inhibition, p-nitrophenol detection | 21,000 tested, under 10 active | P05186 | purified TNAP, pNPP hydrolysis, absorbance 405 nm | inhibition, % at 20 µM;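 note: 0% = DMSO only wells and 100% = 1 mM levamisole wells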
Numbers without * were called inactive.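 Rule for the calls: active = inhibition above 50% at the 20 µM single-dose screen; inactive = the rest.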

SMILES | TNAP inh Pi | TNAP pNPP inh
Cc1cc(C(=O)Nc2ccc3c(c2)OCCO3)c(C)o1 | 13 | 1
Cc1cc(=O)[nH]c2c1c(=O)[nH]n2C1CC(C)N(C)CC1C (centres undefined) | -15 | 3
CCCCCNc1nc(N2CCCC2)c2c(c1C#N)CCN(C)C2 | 0 | 0
CCCCOc1nc2ccccc2nc1C(C#N)C(=O)NC1CCCCC1 (centres undefined) | 8 | 3
CCN(CC)S(=O)(=O)c1cccc2cc(C(=O)O)c(O)cc12 | 6 | -7
CC(=O)Nc1cccc(NC(=O)c2cc(C)on2)c1 | 0 | 0
O=C(CSCSCC(=O)Nc1ccc2c(c1)OCO2)Nc1ccc2c(c1)OCO2 | 0 | -1
O=C(O)c1ccccc1Nc1cccc(C(F)(F)F)c1 | 3 | 0
Cn1c(Cn2nnc3ccccc32)nnc1SCC(=O)NCc1ccc2c(c1)OCO2 | 7 | 2
CCOC(=O)CSc1nnc2n(Cc3ccccc3)c(=O)c3c4c(sc3n12)CCC4 | 12 | 5
O=C(Nc1ncc2c(n1)CC(c1ccco1)CC2=O)c1ccccc1 (centres undefined) | -3 | 2
O=C1CC(NCc2ccncc2)C(=O)N1c1ccc(Cl)cc1 (centres undefined) | 0 | 0
COC(=O)C1=C(C)OC(N)=C(C#N)C1c1ccc(OC)c(OC)c1OC (centres undefined) | 0 | 5
Cc1cccc(C)c1-n1nnnc1S(=O)(=O)Cc1ccccc1Cl | -2 | 5
c1csc(CN2CCN(Cc3cccs3)C2c2cccs2)c1 | 14 | 6
CCN(C(=O)c1cccc(F)c1)c1ccccc1C | -3 | 0
Cc1cc2c(C)nc(Cc3ccccc3)nc2o1 | 9 | 5
Cc1nn(CC(=O)Nc2ccc3c(c2)oc2ccccc23)c(=O)c2ccccc12 | -16 | 2
O=C(O)C1CCCN1S(=O)(=O)c1ccc2[nH]c(=O)c(=O)[nH]c2c1 (centres undefined) | -13 | 1
CC1CCCC(C)N1C(=O)c1cc(F)c(F)cc1Cl (centres undefined) | 6 | 4
CCCn1c(N2CCN(C(=O)N3CCCCC3)CC2)nc2ccccc21 | 18 | 5
CCCCCCN=CC1=C(O)C(C(=O)OC)C(C)(C)CC1=O (centres undefined) | 0 | 9
O=C(c1ccc(F)cc1)C(CN1CCOCC1)c1ccccc1 (centres undefined) | 14 | 4
O=C(CCC(=O)c1cccs1)OCc1nc2ccccc2s1 | 15 | 4
COc1cc(OC)cc(-c2nnc(SCC(=O)N3c4ccccc4Sc4ccccc43)o2)c1 | -1 | -4
CCOCc1nc(N)[nH]c(=O)c1Cc1ccc(OC(C)C)cc1 | 0 | 0
CC(C)OC(=O)CC1=NC(=O)CS1 | 3 | 0
Cc1cccc2cc(C(c3nnnn3Cc3ccccc3)N3CCN(c4ccccc4)CC3)c(=O)[nH]c12 (centres undefined) | 9 | 5
COc1cccc(C(c2nnnn2Cc2ccc(F)cc2)N2CCC(C(N)=O)CC2)c1OC (centres undefined) | -5 | 4
COC(=O)c1ccc(Cn2cnc3c(sc4nc(N5CCOCC5)c5c(c43)CCCC5)c2=O)o1 | 9 | 5
COCC(=O)Nc1nc2n(n1)C(c1ccccc1)CC(c1ccc(OC)cc1)N2 (centres undefined) | -14 | 3
COc1cc(-c2nc3cnccc3n2C)cc(OC)c1OC | 4 | 5
CC(C)=C(NC(=O)c1ccccc1)C(=O)NCCCC(=O)O | 7 | 2
C=CCn1c(SCc2nc3ccccc3[nH]2)nnc1-c1ccncc1 | 8 | 4
CC1(C(=O)CSc2nc3ccccc3s2)CCC(=O)O1 (centres undefined) | 8 | 2
CC(=O)c1c(N)nc2n(c1=O)CCCCC2 | 7 | 5
COc1ccccc1Cc1noc(C(C)(C)NC(=O)c2ccccc2)n1 | 20 | 4
O=C1OC(c2ccc(O)cc2)(c2ccc(O)cc2)c2ccccc21 | 6 | 1
COc1ccc(C2C(C(C)=O)=C(O)C(=O)N2CCc2ccccc2)c(OC)c1 (centres undefined) | -7 | -2
O=C(Nc1ccccc1)NC1CS(=O)(=O)CC1O (centres undefined) | 13 | 7
Cc1cc(-n2c(C)cc(C(=O)CN3C(=O)NC4(CCCCC4)C3=O)c2C)no1 | -4 | -10
Cc1cccc(C)c1OCC(=O)Nc1cccc(-c2nnc(-c3ccccc3)o2)c1 | -11 | -10
Cc1cc(N2CCN(c3ccccc3)CC2)nc(NCc2ccccc2)n1 | 6 | 2
COc1cccc(C2=NO[C@@H]3C(=O)N(Cc4ccccc4)C(=O)[C@H]23)c1OC | 8 | 5
COCCN(C(=O)CN1CCc2ccccc2C1)c1c(N)n(Cc2ccccc2)c(=O)[nH]c1=O | 0 | -6
O=C(c1ccc(F)cc1)N1CCN(C2CC3CCC2C3)CC1 (centres undefined) | 7 | 0
C=C(C)CN1CCN(c2c(CCC#N)c(C)c(C#N)c3nc4ccccc4n23)CC1 | 0 | 0
Cc1cc(C(=O)OCC(=O)c2ccc3c(c2)OCCO3)c(C)o1 | 6 | -1
CCN(CC)CC#CCOC(=O)C(O)(c1ccccc1)C1CCCCC1 (centres undefined) | -16 | 4
COc1ccc(C(=O)CSc2nc3nc(C)cc(C)c3c(=O)[nH]2)cc1OC | 7 | 4
CCOCCCn1c(=NC(=O)c2cccnc2)c(C(=O)OCC)cc2c(=O)n3ccccc3nc21 | -3 | -3
CCOc1cccc(C=Nc2cc(C)cc(C)c2O)c1O | 7 | -4
N#Cc1c(NC(=O)CSc2nc3ccccc3c(=O)n2Cc2ccco2)sc2c1CCCC2 | 11 | 3
CN(C)S(=O)(=O)c1ccc(C(=O)Nc2cccc(C(=O)O)c2)cc1 | 0 | 0
Cc1ccc(-c2n[nH]c(=S)n2C)cc1 | 13 | 5
O=C(NCc1ccco1)c1cc(-c2ccccc2)on1 | -1 | 6

(listing goes on)
SMILES | TNAP inh Pi | TNAP pNPP inh
Cc1ccc2[nH]c(=O)c(C(c3nnnn3CC3CCCO3)N3CCc4ccccc4C3)cc2c1 (centres undefined) | 14 | 1
Cc1cc(OC(=O)CNC(=O)OC(C)(C)C)c2c(C)cc(=O)oc2c1 | 3 | -2
COc1ccccc1N1CCN(C(=O)CSc2nnc(NC(=O)C3CCC3)s2)CC1 | 9 | 1
Cc1cccn2c(=O)c3cc(C#N)c(=N)n(Cc4ccncc4)c3nc12 | 10 | 2
O=C1CC(C(=O)O)c2ccccc2N1 (centres undefined) | 6 | 0
O=C(C1CCCO1)N1CCN(c2c3c(nc4cc(-c5ccc(F)cc5)nn24)CCC3)CC1 (centres undefined) | 13 | 3
CCOC(=O)c1ccc(N2C(=O)c3n[nH]c(C)c3C2c2ccc(OC)c(OC)c2)cc1 (centres undefined) | 7 | 3
Cc1ccc(Nc2nc(N)nc(CN3CCN(C)CC3)n2)cc1C | -10 | 5
O=C(Nc1cccc(C(F)(F)F)c1)C1C2CC3OC(=O)C1C3C2 (centres undefined) | -14 | 1
COc1cccc(CN2CCN(C(=O)c3cccc4ccccc34)CC2)c1OC | 7 | 1
CCOC(=O)C1=C(N)n2c(s/c(=C\c3ccco3)c2=O)=C(C(=O)OC(C)C)C1c1ccco1 (centres undefined) | 0 | -3
CCOc1ccc(C(=O)NCc2ccco2)cc1 | 0 | 0
Cc1cc(C)c(C(=O)OCCNC(=O)c2cccnc2)cc1C | 1 | 5
Oc1ccc2c(c1)oc1cc(O)ccc12 | 12 | 0
Oc1ccccc1CNn1cnnc1 | 0 | 0
CC(=O)C1=C(O)C(=O)N(c2ccc(Br)cn2)C1c1ccccc1F (centres undefined) | 9 | 6

Single records, as listed above. Order of values: TNAP inh Pi, TNAP pNPP inh
`CC(=O)C1=C(O)C(=O)N(c2ccc(Br)cn2)C1c1ccccc1F` (centres undefined) as listed: 9, 6
`Oc1ccccc1CNn1cnnc1` as listed: 0, 0
`Cc1cc(C)c(C(=O)OCCNC(=O)c2cccnc2)cc1C` as listed: 1, 5
`COc1cccc(CN2CCN(C(=O)c3cccc4ccccc34)CC2)c1OC` as listed: 7, 1
`CCOC(=O)C1=C(N)n2c(s/c(=C\c3ccco3)c2=O)=C(C(=O)OC(C)C)C1c1ccco1` (centres undefined) as listed: 0, -3

(next part)
SMILES | TNAP inh Pi | TNAP pNPP inh
C/C(Nc1ccc(F)cc1)=C(/C#N)C(N)=O | 11 | 4
O=C(CCCNS(=O)(=O)c1ccc(Br)cc1)N1CC[C@@]2(O)CCCC[C@H]2C1 | 13 | 3
O=C(Oc1ccc(-c2cnc3ccccc3n2)cc1)c1ccco1 | 10 | 1
COc1cccc(-c2nnc3sc(-c4ccc(Cl)cc4)nn23)c1 | -13 | 3
O=C(O)CCc1ccc(-c2ccccc2)n1NC(=O)c1ccco1 | 16 | 4
COc1ccc2nc(/N=C(\N)NC(=O)C(C)(C)C)nc(C)c2c1 | 5 | 0
CCOC(=O)N1CCN(CC(=O)n2c(C)c(C)c3ccccc32)CC1 | 3 | -1
N#Cc1nc(-c2ccc(OCc3ccccc3)cc2)oc1N1CCC(C(N)=O)CC1 | 4 | -2
COc1ccc(-c2c3c(=O)n(C)c(=O)n(C)c3cn2-c2ccccc2)cc1 | 5 | 5
O=S(=O)(CCSc1nc2ccccc2o1)Cc1ccccc1 | 2 | -1
COc1cccc(Cn2c(C3CC3)nc3ccc(NC(=O)c4ccco4)cc3c2=O)c1 | 7 | 5
CCC(=O)N(Cc1ccc(S(N)(=O)=O)cc1)C1CC(=O)N(c2ccc(OC)cc2)C1=O (centres undefined) | -4 | -10
COc1cccc(-c2nc(N3CCCCC3C)c3ccccc3n2)c1O (centres undefined) | 11 | 7
CCOC(=O)C1=C(C)NC(SCC(=O)Nc2nc(C)cs2)=C(C#N)C1c1cccs1 (centres undefined) | -16 | -14
Cc1cccc(C)c1NC(=O)C1CCCNC1 (centres undefined) | 15 | 8
CCn1c(=O)c(C(=O)Nc2cnccn2)c(O)c2ccccc21 | -4 | 2
CN(C(=O)c1ccncc1)c1nnc(-c2cnccn2)s1 | 7 | 3
CC1(C)CN=C(NC2CCCCC2)S1 | 0 | 0
CCC(=O)Nc1cc(NC(=O)CSc2nnc(C(C)C)n2CC)ccc1C | 7 | 0
CCOc1nc(-c2ccncc2)nc2ccccc12 | -2 | -3
Cc1cccc2cc(COC(=O)c3ccccn3)c(=O)[nH]c12 | 7 | 3
O=C(NCCSCc1c(F)cccc1Cl)c1ccco1 | 11 | 3
Cc1noc(C)c1CSc1ccccc1C(=O)Nc1nccs1 | -21 | 3
O=C(c1cnccn1)N1CCc2ccccc21 | -4 | 6

Some of these compounds in order of the TNAP pNPP inh value, falling.
SMILES | TNAP inh Pi | TNAP pNPP inh
Cc1noc(C)c1CSc1ccccc1C(=O)Nc1nccs1 | -21 | 3
CCC(=O)Nc1cc(NC(=O)CSc2nnc(C(C)C)n2CC)ccc1C | 7 | 0
CCOc1nc(-c2ccncc2)nc2ccccc12 | -2 | -3

Next results
SMILES | TNAP inh Pi | TNAP pNPP inh
O=C(Nc1ccc(Cl)cc1C(=O)NCc1cccnc1)c1ccco1 | 0 | 0
O=C(Cc1cn2ccsc2n1)NCc1ccccc1 | 12 | 8
Cc1nc(NC2=NCN(Cc3ccco3)CN2)nc2ccccc12 | 8 | 6
COc1ccc2c(c1OC)C(=O)N1c3ccccc3C(=O)N(c3ccc(F)cc3)C21 (centres undefined) | -12 | 0
O=C(CCSCCC(=O)NCC1CCCO1)NCC1CCCO1 (centres undefined) | -1 | 3
O=C(CSc1nc(Nc2ccccc2)nc(N2CCOCC2)n1)Nc1ccccc1Cl | -8 | 4
O=C(NS(=O)(=O)c1ccc2c(c1)OCCO2)c1ccccc1 | 2 | -8
O=C(Nc1c(F)cc(F)cc1Br)c1cccnc1 | 0 | 0
C/C(NCCN1CCOCC1)=C(\C#N)C(N)=O | 13 | 7
CCCC(=O)NC(c1ccco1)c1cc(Cl)c2cccnc2c1O (centres undefined) | 3 | 4
COc1cc(OC)cc(C(=O)N2CCN(c3ncccn3)CC2)c1 | -24 | -2
CCCCc1nc2n[nH]c(N)c2c2c1CCC2 | -2 | -14
CC(=O)n1cc(C2C(=O)CCCC2=O)c2ccccc21 | 12 | 7
CC(=O)/C(C(=N)N1CCN(c2cccc(Cl)c2)CC1)=C(\C)O | 11 | 5
O=C(c1cc2ccccc2oc1=O)N1CCN(CCc2ccccc2)CC1 | 8 | 4
CC1(C)CC(NC(=O)c2coc(=O)c(Br)c2)CC(C)(C)N1 | 3 | -1
Cc1ccc2[nH]c(=O)c(C(c3nnnn3C3CCCC3)N(Cc3cccnc3)Cc3ccco3)cc2c1 (centres undefined) | 12 | 4
Cc1occc1-c1nnc(SCC(=O)Nc2ccccc2)n1Cc1ccccc1 | 11 | 4
CCOc1ccccc1-n1c(SCC(N)=O)nnc1-c1ccccc1 | 13 | 4
CCOC(=O)N1CCN(C(=O)c2ccc(Cl)c(S(=O)(=O)N3CCOCC3)c2)CC1 | 0 | 0
COc1ccc(-c2nsc3c(N4CCN(C(=O)c5ccco5)CC4)ncnc23)cc1 | 10 | 2
O=S1(=O)NC(=NCc2ccco2)c2ccccc21 | -2 | 4
CCOC(=O)CCc1c(C)c(C#N)c2nc3ccccc3n2c1-n1ccnc1 | 13 | 5
O=C1N2CN(C(c3ccccc3)c3ccccc3)CN=C2SC1(CO)CO | 1 | 5
N#CCSc1nnc(CNc2cccc(Cl)c2)o1 | 8 | 5
COCCn1nnnc1C(c1ccc2ncccc2c1)N1CCc2ccccc21 (centres undefined) | 5 | -4
Cc1nn(Cc2ccccc2)c(Cl)c1C(=O)OC1CCOC1=O (centres undefined) | 16 | 4
Fc1ccc(-c2nnc(-c3ccc(Cl)cc3)o2)cc1 | 6 | 0
Cn1nnnc1SCC(=O)NCC(=O)c1ccccc1 | 8 | 2
COC(=O)c1cc2nc(-c3ccc(OC)c(OC)c3)cc(C(F)(F)F)n2n1 | -5 | 2
CCc1nc(NCCN2CCOCC2)c(C#N)c2c1CCCC2 | -17 | 3
Cn1nnnc1SCCNCC#Cc1ccccc1 | 4 | -4
Cc1cc(NS(=O)(=O)c2ccc(NC(=O)CCc3ccccc3)cc2)no1 | 4 | 2
CCOc1ccc(NC(=O)CCC(=O)OC)cc1 | 2 | -5
COc1ccc(NC(=O)CS(=O)CC(=O)NCc2cccc(C(F)(F)F)c2)cc1 (centres undefined) | 4 | -2
CCCOc1ccc(Cc2nn[nH]n2)cc1 | 0 | 0
Cc1ccsc1C(=O)OCc1csc(-c2ccccc2)n1 | 7 | 1

Not all compounds are listed, so the mix of outcomes need not match the whole.
